Menin-MLL TR inh = inhibitors of human menin-MLL interaction, mutant MLL peptide | O00255 | Menin + Texas Red MLL mutant peptide, fluorescence polarization | Potency, µM (highest dose often 61.6 µM), inactives show at the top dose FP activity change, negative = inhibition, usual class: inhibitors | hit rate 0.23% among 270,000 | AID 1768; active means well fitted inhibition curve with a large enough effect in the polarisation, with a control signal flat, not every such curve was filed as active; inconclusive means small, poorly fitted or top-dose-only effect, or effect the other way, or a change in a side signal; inactive means no such curve, though single readings can be large or run the other way; the % refers to the polarisation; further: potency means the concentration at half of the fitted maximal effect; % of control where 0% means no effect; many of its hits are not listed in these tables
Target sequence (O00255 whole entry, looked up): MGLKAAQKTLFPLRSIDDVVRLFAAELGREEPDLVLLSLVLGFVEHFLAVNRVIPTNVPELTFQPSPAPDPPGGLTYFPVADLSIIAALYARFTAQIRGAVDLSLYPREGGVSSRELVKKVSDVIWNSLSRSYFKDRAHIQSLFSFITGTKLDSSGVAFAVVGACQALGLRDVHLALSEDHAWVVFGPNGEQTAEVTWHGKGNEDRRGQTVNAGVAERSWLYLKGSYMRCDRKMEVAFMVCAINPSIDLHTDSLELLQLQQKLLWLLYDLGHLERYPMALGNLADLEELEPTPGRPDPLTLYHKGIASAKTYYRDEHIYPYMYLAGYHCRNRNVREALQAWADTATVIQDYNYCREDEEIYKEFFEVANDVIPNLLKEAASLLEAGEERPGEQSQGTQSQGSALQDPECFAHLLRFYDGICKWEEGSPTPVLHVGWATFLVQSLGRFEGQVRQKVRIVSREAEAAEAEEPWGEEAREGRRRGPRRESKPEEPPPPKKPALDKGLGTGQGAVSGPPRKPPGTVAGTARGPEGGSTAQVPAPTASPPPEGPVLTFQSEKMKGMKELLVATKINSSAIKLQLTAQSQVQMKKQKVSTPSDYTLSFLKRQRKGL
MBNL1-CUG inh = inhibitors of human MBNL1 binding to CUG repeat RNA. hit rate 0.036% among 280,000. AID 2675. TR-FRET MBNL1-His/biotin-(CUG)12 binding, 665/545 ratio. Q9NR56. Potency, µM (titrated, usually from 57.5 µM), without a hit: at the highest dose activity change, negative = inhibition, usual class: inhibitors; active means well fitted inhibition curve with a large enough effect in the signal ratio, with a control signal flat, not every such curve was filed as active; inconclusive means small, poorly fitted or top-dose-only effect, or effect the other way, or a change in a side signal; inactive means no such curve, though single readings can be large or run the other way; the % refers to the signal ratio; further: potency means the concentration at half of the fitted maximal effect; on the % scale 0 is the no-effect control and ±100 the full control effect
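TR-FRET readout: Ex 340 nm, 665/545 nm emission ratio, normalized to buffer-only (basal) and MBNL1-(CUG)12 controls. Complex of MBNL1-His with Biotin-(CUG)12, compounds 92 nM–58 uM, incubated 60 min at room temperature.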
Mito fusion act = mitochondrial division inhibition or fusion activation; hit rate 0.23% among 320,000; Potency, µM (top dose mostly 46.1 µM), for the others: at the highest dose growth rescue (activation), most hits filed as activators; S. cerevisiae fusion-defective mutant growth rescue, CellTiterGlo 48 h;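 further: potency means the concentration at half of the fitted maximal effect; % of control where 0% means no effect; nearly all actives have a fitted effect of over 45% in size; temperature-sensitive fusion mutants such as fzo1-1 at 37 °C on non-fermentable ethanol glycerol medium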
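Luminescent cell viability in 1536-well qHTS format served as the measure of rescued growth in ts fusion-mutant S. cerevisiae cultured on non-fermentable YPEG for 48 hours at 37C.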
TSHR antag = human thyrotropin receptor antagonism. TSHR-expressing cells, TSH-stimulated cAMP HTRF, 2 h; active compounds read low. activity change, negative = inhibition, % at 11.5 µM. hit rate 0.2% among 330,000;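 active means activity change below a set negative limit, meaning inhibition stronger than a set level, cut at about -70% in these data; inconclusive means activity change between two set negative limits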; further: on the % scale 0 is the no-effect control and ±100 the full control effect
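TSHR-expressing cells, 200/well, pre-treated with compound, then stimulated with EC80 TSH (4nM final) for 2 hours at 37 deg C. cAMP measured by competitive HTRF: anti-cAMP cryptate antibody in lysis buffer plus cAMP-d2, read after 30 minutes at room temperature.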
ASM inhibitor = human S-ASM enzyme inhibition. hit rate 0.006% among 340,000. P17405. placental ASM, HMU-PC fluorogenic substrate, 60 min. Potency, µM (series often up to 57.5 µM), without a hit: at the highest dose activity change, negative = inhibition, usual class: inhibitors; further: potency means the concentration at half of the fitted maximal effect
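Steps: dispense placental human ASM, pin compound, wait 10 min at room temperature, add HMU-PC0 substrate at 9 uM final, incubate 60 min at 37 °C, add stop solution raising pH to 10, read fluorescence.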
KCNH2 WT inh = inhibitors of human wildtype KCNH2 potassium channel. hit rate 0.37% among 340,000. AID 720551. U2OS, BacMam KCNH2, thallium flux FluxOr; active compounds read low. Q12809. activity change, % at 1.84 µM;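 active means maximum activity change below -70%; inconclusive means maximum activity change between -70% and -50%; inactive means maximum activity change above -50%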; further: on the % scale 0 is the no-effect control and ±100 the full control effect
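U2OS cells transduced with wild-type KCNH2 virus are loaded with FluxOr dye for 45 min, and thallium flux is measured in kinetic reads before and after stimulation buffer. Rate constants are normalized to DMSO controls.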
PKM2 act = activators of human pyruvate kinase M2; Potency, µM (series often up to 57.5 µM), without a hit: at the top dose activation, usual class: activators; hit rate 0.34% among 260,000; purified PKM2, Kinase-Glo ATP luminescence, activation; response scale: 0% is enzyme alone, no compound; further: potency means the concentration at half of the fitted maximal effect; on the % scale 0 is the no-effect control and ±100 the full control effect; nearly all actives have a fitted effect of over 55% in size
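Kinase-Glo luminescence reports ATP generated from ADP (0.1 mM) and PEP (0.5 mM) by purified hPK-M2 after 1 h at room temperature, pH 7.2 imidazole buffer; intermediate enzyme activity allows detecting inhibitors and activators.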
GALK inhibitor = blocks human galactokinase activity; P51570; Purified GALK, Kinase-Glo residual ATP luminescence; AID 1868; Potency, µM (highest dose often 57.5 µM), for the others: top-dose activity change, negative = inhibition, most hits filed as inhibitors; hit rate 0.007% among 270,000; further: potency means the concentration at half of the fitted maximal effect; on the % scale 0 is the no-effect control and ±100 the full control effect
Target sequence (P51570 whole entry, looked up): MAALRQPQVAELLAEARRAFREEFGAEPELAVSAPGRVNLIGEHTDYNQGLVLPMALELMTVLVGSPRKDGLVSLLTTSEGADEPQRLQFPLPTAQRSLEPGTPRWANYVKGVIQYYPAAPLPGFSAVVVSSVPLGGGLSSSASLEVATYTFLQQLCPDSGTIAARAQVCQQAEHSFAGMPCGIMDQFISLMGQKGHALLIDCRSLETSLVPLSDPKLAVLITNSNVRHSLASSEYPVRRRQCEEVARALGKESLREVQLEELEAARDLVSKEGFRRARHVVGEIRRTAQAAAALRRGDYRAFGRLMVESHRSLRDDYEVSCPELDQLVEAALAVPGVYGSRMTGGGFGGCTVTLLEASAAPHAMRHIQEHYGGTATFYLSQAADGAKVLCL
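Luminescence from leftover ATP (Ultra-Glo luciferase/luciferin) served as read-out after a 1 h room-temperature reaction of 5 nM GALK with 35 uM ATP and 100 uM galactose.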
Eya2 inh = Eya2 (human) phosphatase inhibition. Potency, µM (highest dose often 76.9 µM), without a hit: at the highest dose activity, negative = inhibition, most hits filed as inhibitors. AID 488837. recombinant Eya2, OMFP fluorescence dephosphorylation (OMFP is methylfluorescein phosphate). hit rate 0.006% among 330,000. O00167; further: potency means the concentration at half of the fitted maximal effect; on the % scale 0 is the no-effect control and ±100 the full control effect
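Eya2 protein (added as 0.2 uM solution) was preincubated with compound for 10 min at ambient temperature in 50 mM HEPES pH 7.5, 50 mM NaCl, 5 uM MgCl2, 0.05% BSA, 1 mM DTT. OMFP (added at 50 uM) then reacted 10 min; fluorescence read at 485/525 nm.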
BCR signal inh = blocks chronic active B-cell receptor signaling; ABC-DLBCL IkBa-CBG/CBR reporter, luminescence ratio, 4 h; Potency, µM (top dose mostly 46.1 µM), without a hit: at the top dose ratio change, negative = lower green/red ratio, usual class: inhibitors; hit rate 0.05% among 340,000; active means well fitted inhibition curve with a large enough effect in the signal ratio, with a control signal flat, not every such curve was filed as active; inconclusive means small, poorly fitted or top-dose-only effect, or effect the other way, or a change in a side signal; the % refers to the signal ratio;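 further: potency means the concentration at half of the fitted maximal effect; plate controls were basal doxycycline-induced cells for no effect and cells given 10 µM MG132 for full effect; MG132 reads +100%, hits lower the ratio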
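TMD8 ABC-DLBCL cells carrying doxycycline-inducible green luciferase fused to IkappaBalpha plus unfused red luciferase were exposed to compounds (up to 46 uM) for 4 hrs at 37C. Activity came from the overlap-corrected green/red luminescence ratio.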
USP2a block = inhibitors of human ubiquitin-specific protease USP2a | USP2 core, Ub-CHOP2 coupled fluorogenic reporter, 485/531 | hit rate 0.01% among 330,000 | Potency, µM (highest dose often 38.3 µM), for the others: top-dose activity change, negative = inhibition, hits mostly inhibitors | AID 463254 | O75604;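 further: potency means the concentration at half of the fitted maximal effect; plate controls were DMSO wells for no effect and full inhibition by NEM control for full effect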
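Deubiquitinase activity read as fluorescence (485/531 nm) after Ub-CHOP2 cleavage activates the enterokinase reporter on its substrate; USP2 core 10nM, Ub-CHOP2 and substrate 25nM each, 30min compound preincubation then 60min RT; data normalized to NEM, curves fitted.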
Numbers without * were called inactive; u = inconclusive; x = no result given; [ ] = dose if it differs, or a comment. Unless noted, the call rests on the fitted dose curve; in most records, active means well fitted curve in the direction sought with a large enough effect; inconclusive means small, poorly fitted or top-dose-only effect, or another doubt; inactive means no such curve, though single readings can be large; an effect the other way counts as inactive or inconclusive. These rows are one share of the data. The share of hits here may be higher or lower than overall.

SMILES	Menin-MLL TR inh	MBNL1-CUG inh	Mito fusion act	TSHR antag	ASM inhibitor	KCNH2 WT inh	PKM2 act	GALK inhibitor	Eya2 inh	BCR signal inh	USP2a block
COc1ccccc1NS(=O)(=O)c1ccc(C(=O)NCc2ccc(S(N)(=O)=O)cc2)cc1	x	x	x	24.9	-3.7%	3.2	x	x	-7.2%	-14.4%	-0.9%
CCOC(CNC(=O)c1cccc([N+](=O)[O-])c1)OCC	0.5%	u	11.1%	-6.6	-1.3%	-14.2	-5.3%	0.7%	11.0%	-9.2%	-2.2%
CCOC(=O)c1c(-c2ccccc2)csc1NC(=O)c1ccc(N2C(=O)CCC2=O)cc1	-0.7%	-10.3%	1.3%	3.6	3.9%	-25.8	-6.5%	-3.9%	2.1%	2.5%	0.1%
O=C(CNC(=O)c1ccco1)OCC(=O)c1ccc([N+](=O)[O-])cc1	-1.9%	u	0.9%	12.0	1.8%	-1.0	x	6.1%	-8.2%	u	3.0%
Nc1ccccc1C(=O)NCc1ccccc1	-1.0%	3.2%	-2.6%	20.2	10.8%	-2.0	-6.0%	1.7%	9.0%	-11.6%	-6.1%
CCCCn1c(N)c(N(CCOC)C(=O)COC(=O)CCOc2ccc(C)cc2)c(=O)[nH]c1=O	x	x	-2.1%	21.1	-1.5%	-5.4	x	x	14.2%	-0.5%	2.3%
Cc1c(N=C2N=C(NC(=O)Nc3ccc(Cl)cc3)c3ccccc32)c(=O)n(-c2ccccc2)n1C	10.1%	3.5%	1.2%	-6.1	16.5%	5.0	-3.6%	-0.4%	17.3%	u	2.7%
O=C(COc1ccc(Cl)cc1)Nc1nc(-c2ccc(S(=O)(=O)N3CCOCC3)cc2)cs1	x	440.0%[activator]	4.6%	u	-1.9%	11.4	4.0%	-0.3%	15.9%	6.6%	-1.4%
O=C(CN1C(=O)c2cccc3cccc(c23)C1=O)N1CCOCC1	6.9%	u	-1.6%	3.4	7.9%	8.5	-9.3%	0.6%	11.2%	7.8%	-0.5%
O=C(CSc1nnc(COc2ccccc2)o1)Nc1ccc(F)cc1	-10.4%	-8.2%	3.1%	-11.9	1.1%	13.2	x	-3.0%	20.5%	0.2%	3.5%
O=S(=O)(CCc1nnc(-c2ccccc2)o1)c1ccc2ccccc2c1	3.9%	-5.4%	3.8%	-4.5	-3.3%	10.6	0.4%	0.6%	5.0%[15.4 µM]	0.6%	-0.5%
O=C(NCCn1cccn1)c1ccc(OC2CCN(C(=O)C3CC3)CC2)cc1	0.7%	-8.0%	-0.2%	1.3	0.3%	9.7	0.2%	3.1%	4.5%	-2.3%	0.8%
CC(CNC(=O)CCn1ccc2cc(S(=O)(=O)N3CCCC3)ccc21)c1ccccc1 (stereo not drawn)	-4.7%	u	-3.8%	4.7	0.8%	4.8	4.9%[0.46 µM]	5.5%	-20.7%	u	0.3%
CCOC(=O)c1ccc(NC(=S)NCCc2ccccc2)cc1	u	-15.5%	0.8%	-3.9	-7.7%	-12.1	-9.1%	-0.5%	1.7%	u	2.1%
CCOC(=O)c1ccc(NS(=O)(=O)c2cc3c(cc2C)NC(=O)CO3)cc1	x	1.6%	-3.4%	-13.9	-5.2%	-9.3	x	-6.1%	6.1%	1.4%	1.8%
COCCN(CCOC)C(=S)Nc1ccccc1Cl	-28.3%	-3.3%	-5.2%	10.3	1.7%	-6.4	-1.4%	-1.8%	-3.7%	3.2%	-2.8%
CNc1nnc(SCC(=O)c2c(N)n(C3CC3)c(=O)[nH]c2=O)s1	x	x	5.2%	-3.4	3.4%	4.5	x	x	-25.6%	1.9%	2.6%
CCCCN1C(=O)C(=O)N(CC(=O)Nc2cc(OCC)c(N3CCOCC3)cc2OCC)C1=O	-6.8%	-17.9%	-3.7%	-3.7	0.1%	-2.3	-0.1%	0.6%	7.0%	0.2%	-0.9%
CN1CCN(C(=O)C2=C[C@H](C3CCCCC3)C[C@H](OCc3ccc(CO)cc3)O2)CC1	u	8.9%	-0.5%	-5.9	-1.6%	-0.2	1.2%	1.1%	-4.7%	7.7%	-1.5%
CC(=O)Nc1ccc(S(=O)(=O)NNC(=O)COc2ccc(Cl)cc2Cl)cc1	x	-10.0%	-0.2%	15.2	-1.7%	-6.7	1.0%	x	9.3%	u	9.0%
Cc1ccc(-n2c(O)c(C=Nc3ccc4c(c3)OCO4)c3ccccc3c2=O)cc1C	20.4%	1.0%	1.8%	3.7	27.6%	-19.6	-6.0%	2.7%	-2.6%	3.3%	5.4%
O=c1c2ccccc2c(-c2ccc(Cl)cc2)nn1-c1ccccc1	-17.1%	3.1%	u	-14.1	-12.4%	5.4	2.6%	-2.6%	-39.9%	u	-3.1%
Cc1ccc(C)n1-c1ccc(C(=O)NN)s1	-12.1%	1.4%	-7.1%	-0.3	-4.9%	0.2	0.8%	9.5%	-16.7%	u	0.5%
COc1ccc(NC(=O)c2cccnc2C(=O)O)c(OC)c1	2.2%	4.7%	-1.6%	2.9	5.2%	10.4	0.0%	-2.2%	-9.9%	-17.3%	-3.8%
O=[N+]([O-])c1ccccc1/C=N/OCc1ccccc1	50.6%[activator]	u	-4.5%	-1.6	-2.5%[11.5 µM]	-5.5	-4.5%	4.1%	-1.3%	u	1.9%
Cc1cc2oc(=O)cc(CN3CCOCC3)c2cc1C(C)C	u	42.6%[activator]	25.6%	-5.3	6.6%	1.3	-3.2%	17.7%	-4.2%	u	-6.8%
CSc1nnc(-c2ccc(Br)s2)n1C	x	x	19.8%	-23.2	2.7%	-0.3	0.2%	-1.5%	10.5%	2.0%	2.1%
CCO[C@H]1OC(C(=O)N2CCN(Cc3ccc4c(c3)OCO4)CC2)=C[C@@H](C2CC2)[C@@H]1CCCO	-25.1%	-9.4%	-4.5%	-3.4	2.8%	-7.5	5.0%	0.7%	-6.6%	-1.4%	0.6%
Cc1cc(C(=O)Nc2c(C)n(C)n(-c3ccccc3)c2=O)c(C)o1	-7.7%	-8.1%	-0.3%	-6.5	6.8%	-13.6	6.7%	-1.0%	7.3%	-4.3%	0.8%
COc1cccc(C(C(=O)NC2CCCCC2)N(Cc2ccco2)C(=O)c2ccccn2)c1 (stereo not drawn)	x	1.1%	5.2%	0.0	1.8%	3.4	x	-3.6%	11.2%	-3.6%	2.3%
COc1ccc(NC(=O)CCN2CCN(C/C=C/c3ccccc3)CC2)cc1	12.5%	-7.7%	-1.7%	8.3	5.6%	23.9	-10.3%	-0.8%	-4.2%	-7.9%	0.7%
CCOC(=O)c1cnc2c(cnn2C)c1NCCC#N	-8.1%	-9.5%	-2.9%	-6.3	-0.8%	9.1	-1.1%	2.1%	8.1%	u	-0.1%
COCCn1c(C)cc(C(=O)CSc2nncn2-c2ccccc2)c1C	-11.7%	-3.8%	2.1%	-2.0	2.9%	-0.4	-2.3%	-0.2%	-4.5%	1.4%	0.0%
CN(c1ccc(C(=O)NCc2cccnc2)cc1)S(C)(=O)=O	-12.4%	2.1%	1.6%	-11.1	-0.9%	10.1	1.8%	-1.8%	10.0%	0.5%	-1.5%
COCCn1c(N)c(N(Cc2ccccc2)C(=O)COc2ccc(F)cc2Cl)c(=O)[nH]c1=O	x	x	-3.8%	-3.2	x	-2.8	x	x	19.5%	-20.2%	-0.2%
CCN(CC)S(=O)(=O)c1ccc(NC(=O)Cn2cnc3ccccc3c2=O)cc1	0.2%	5.8%	-1.7%	-3.0	-0.5%	24.2	-4.7%	-1.7%	4.6%	1.3%	1.4%
CCCN(C(=O)/C=C/c1ccco1)c1c(N)n(Cc2ccccc2)c(=O)[nH]c1=O	0.0%	8.5%	-1.7%	-3.4	1.7%	-11.6	24.1%	1.1%	-3.4%	1.8%	7.0%
CN(CC(=O)Nc1cccc(F)c1)C(=O)c1ccccc1CCc1ccccc1	x	x	u	4.1	-10.7%	-37.7	x	x	9.8%	-16.1%	0.5%
CNC(=S)NNC(=O)CNc1ccc(C)c(Cl)c1	12.2%	-0.8%	-2.7%	29.6	0.0%	0.0	19.6%	-0.2%	8.0%	-2.9%	10.6%
O=[N+]([O-])c1ccc(C2=NN(CCO)C(=Nc3ccc(OC(F)(F)F)cc3)SC2)cc1	x	u	15.6%	-23.7	u	10.7	1.7%	x	-13.6%	21.7%	-0.3%

Screens from PubChem.
